aSyn UTR inh: MLPCN primary screen, SNCA 5' untranslated region | alpha-synuclein 5'UTR reporter, inhibitor activity | inhibition, % (tested at 7.5 µM) | 300,000 compounds, 0.82% hits | AID 1813, 2009; in the data active = inhibition above about 60%; inconclusive = no clear call, values can overlap the other calls;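 also: H4 neuroglioblastoma cells stably carrying SNCA 5'UTR luciferase fusion; 0% = DMSO wells and 100% = positive control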
TRPC6 inh: mouse TRPC6 channel inhibitors, primary screen, cell-based, HEK293, membrane potential dye. ACh-evoked depolarization; stronger effect = lower value. B-score at 10 µM. Short transient receptor potential channel 6 (Mus musculus), Q61143. AID 2553, 2010. 310,000 compounds, 1.1% hits;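 active = B-score under library mean minus 3 SD, initial fluorescence not abnormally high, positive integrated signal ratio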;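 also: B-score derived from integrated fluorescence ratio over the kinetic read; more negative B-score means stronger inhibition of depolarization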
Target sequence (Q61143 whole entry, looked up): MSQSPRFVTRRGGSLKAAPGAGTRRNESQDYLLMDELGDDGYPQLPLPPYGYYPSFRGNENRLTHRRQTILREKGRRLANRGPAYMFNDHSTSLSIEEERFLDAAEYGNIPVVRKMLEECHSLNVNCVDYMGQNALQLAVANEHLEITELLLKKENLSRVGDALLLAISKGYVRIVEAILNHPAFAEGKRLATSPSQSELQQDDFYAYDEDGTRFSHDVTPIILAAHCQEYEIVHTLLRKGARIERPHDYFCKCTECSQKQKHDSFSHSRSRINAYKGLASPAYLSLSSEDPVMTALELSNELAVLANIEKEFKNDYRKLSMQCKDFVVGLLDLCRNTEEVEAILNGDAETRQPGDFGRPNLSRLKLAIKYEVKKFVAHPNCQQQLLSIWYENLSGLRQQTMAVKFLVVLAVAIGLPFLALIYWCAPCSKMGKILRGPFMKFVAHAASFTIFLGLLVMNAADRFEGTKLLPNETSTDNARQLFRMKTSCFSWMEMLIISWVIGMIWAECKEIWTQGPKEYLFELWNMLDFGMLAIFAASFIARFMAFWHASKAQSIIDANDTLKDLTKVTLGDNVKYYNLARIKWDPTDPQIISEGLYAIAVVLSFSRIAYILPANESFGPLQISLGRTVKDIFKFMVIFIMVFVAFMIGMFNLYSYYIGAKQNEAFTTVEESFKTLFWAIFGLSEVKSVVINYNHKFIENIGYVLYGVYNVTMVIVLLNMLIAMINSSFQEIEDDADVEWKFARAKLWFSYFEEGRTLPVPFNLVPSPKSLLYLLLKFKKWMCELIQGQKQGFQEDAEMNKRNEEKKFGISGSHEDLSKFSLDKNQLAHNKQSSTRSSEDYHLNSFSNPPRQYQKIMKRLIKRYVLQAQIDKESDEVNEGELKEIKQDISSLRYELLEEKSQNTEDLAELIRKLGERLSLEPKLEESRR
SKKanGAS inh: S. pyogenes SKKanGAS growth inhibitors in kanamycin, primary screen, streptokinase expression inhibitor project, SKKanGAS strain, BacTiter-Glo luminescence | 6 h | AID 1662, 2009 | inhibition, % at 7.5 µM | 300,000 compounds, 1.3% hits;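 active = mean replicate score, as percent of positive control median, at least 50; inconclusive = mean below 50 but one replicate at or above 50; inactive = mean and every replicate below 50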;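 also: strain carries kanamycin resistance gene driven by streptokinase promoter and grows in 40 µg/ml kanamycin; loss of luminescence reflects streptokinase promoter inhibition or plain growth inhibition; 0% = median of DMSO wells and 100% = positive control at its reference dose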
IEC-6 tox: cytotoxicity in IEC-6 intestinal epithelial cells, primary screen, cytotoxicity control for KLF5 inhibitor project, cell-based, luminescence | IEC-6 cytotoxicity, luminescence viability | inhibition, % at 5 µM | 290,000 compounds, 0.78% hits; in the data active = inhibition above about 22%;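 also: 0% = plate median of test compound wells and 100% = cytotoxic reference compound wells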
TRPC6 activator: mouse TRPC6 channel activators, primary screen, cell-based, HEK293, membrane potential dye; Short transient receptor potential channel 6 (Mus musculus), Q61143; B-score at 10 µM; 310,000 compounds, 0.13% hits; HEK293-TRPC6 membrane potential dye fluorescence; stronger effect = higher value;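 active = B-score of the integrated fluorescence ratio above library mean plus 3 SD, and starting fluorescence ratio within library mean plus 5 SD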;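 also: higher score means more depolarization so channel activation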
HIF activator: HIF pathway transcriptional activators, primary screen, cell-based, U2OS HRE-luciferase, luminescence; U2OS HRE-luciferase reporter; normalized: DMSO 0%, desferrioxamine 100%; activation, % at 7.5 µM (by protocol); 300,000 compounds, 0.32% hits; AID 1910, 2009;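 active = mean activation of at least 10% of the iron chelator positive control signal, with at least half of replicates also reaching 10%; inconclusive = mean and replicate majority disagree about reaching 10%; inactive = mean and most replicates under 10%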
KLF5 inhibitor: KLF5 expression inhibitors, primary screen, DLD-1 cells, luminescence. inhibition, % at 5 µM. DLD-1 KLF5 promoter-luciferase reporter. 290,000 compounds, 0.23% hits;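 active = inhibition above a per-plate limit of that plate's mean compound inhibition plus 3 SD, cut at about 60% in these data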;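 also: 0% = DMSO wells and 100% = LY294002 at 200 µM; higher means less KLF5 promoter-driven luciferase light; inactives centre near -14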
TRPC4 agonist: activators of mouse TRPC4 channel, primary screen, Fluo4 calcium, HEK293 TRPC4beta/mu-opioid cells. Fluo4 calcium fluorescence; stronger effect = higher value. B-score at 10 µM. AID 2237, 2010. 310,000 compounds, 0.49% hits;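 active = B-score above 5 SD of library B-scores, and initial fluorescence ratio not above library mean plus 5 SD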;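 also: positive B-score marks a calcium rise read as TRPC4 activation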
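Assay system: HEK293 cells stably co-expressing mouse TRPC4beta and mu-opioid receptor / Timing: Fluo4 dye loading 45 min at room temperature, 110 s recording / Signal: Fluo4 calcium-sensitive dye fluorescence, kinetic, 1 Hz baseline / Read-out: integrated baseline-normalised fluorescence ratio, converted to per-well B score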
MrgX1 antagonist: antagonists of human MrgX1 receptor, primary screen, HEK293 cells, Fluo-4 calcium flux; 310,000 compounds, 1.3% hits; AID 588676, 2011; BAM8-22 antagonism; stronger effect = lower value; B-score at 10 µM;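 active = calcium-response B-score plate-corrected more than 3 library SD below zero, starting fluorescence within 5 deviations, no agonist response on first addition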;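 also: peak minus trough fluorescence over baseline after final BAM8-22 challenge near maximal dose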
TRPC4 potent: positive allosteric modulators of TRPC4, primary screen, cell-based, mouse TRPC4beta, HEK293 mu-opioid, Fluo-4 calcium | Short transient receptor potential channel 4 (Mus musculus), Q9QUQ5 | DAMGO EC20, Fluo-4 Ca2+ flux; stronger effect = higher value | B-score at 10 µM | 310,000 compounds, 0.42% hits;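 active = B-score of calcium response area above 5 SD of library B-scores, with initial fluorescence ratio within 5 SD of library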;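 also: B-score of integrated fluorescence ratio over time as area under calcium response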
TRPC4 inh: inhibitors of mouse TRPC4 channel, primary screen, Fluo4 calcium, HEK293 TRPC4beta/mu-opioid cells | AID 2247, 2010 | 300,000 compounds, 0.39% hits | DAMGO-evoked Fluo4 calcium flux; stronger effect = lower value | Short transient receptor potential channel 4 (Mus musculus), Q9QUQ5 | B-score at 10 µM;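 active = B-score over 3 SD under the library average, no early fluorescence shift, positive overall ratio signal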
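System: stable TRPC4beta/mu-opioid receptor HEK293 cells; Dosing: single-point compound dosing; Measured by: Fluo4 Ca2+ flux fluorescence; Read-out basis: per-well B score of integrated baseline-normalized Fluo4 ratio.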
Starred values were filed as active, the others as inactive; i = inactive; ? = inconclusive; / = not tested or not shown.

SMILES	aSyn UTR inh	TRPC6 inh	SKKanGAS inh	IEC-6 tox	TRPC6 activator	HIF activator	KLF5 inhibitor	TRPC4 agonist	MrgX1 antagonist	TRPC4 potent	TRPC4 inh
O=C(COc1ccccc1)N=C1SC2CS(=O)(=O)CC2N1c1ccccc1 (stereo not drawn)	9	i	-5	-6	i	-0.4	3	i	i	i	i
N#Cc1cc([N+](=O)[O-])ccc1Oc1cccc(/C=N/NC(=O)c2ccc(Cl)cc2)c1	0	i	9	-5	i	-0.9	-20	i	i	i	i
CC12CN(C(=O)c3ccccc3)C3(C#N)CC1CCC23C (stereo not drawn)	18	i	2	-3	i	-0.4	7	i	i	i	i
Cc1ccc(CN2C(=O)C3CCCN3c3ccc(S(=O)(=O)N4CCOCC4)cc32)cc1 (stereo not drawn)	4	i	20	2	i	-0.4	-3	i	i	i	i
O=c1c2ccccc2ncn1-c1ccc(Cl)cc1[N+](=O)[O-]	-2	i	0	-3	i	0.8	-25	i	i	i	i
COc1ccccc1OCC(=O)NNC(=O)Nc1ccc(Cl)cc1	-12	i	0	10	i	2.3	-1	i	i	i	i
CCc1nc2sc3c(c2c(=O)n1N)CC(C)(C)OC3	24	i	-7	0	i	0.3	1	i	i	i	i
COc1ccc(C(O)(C(C)C)C(CN2CCOCC2)c2ccc(Cl)cc2)cc1 (stereo not drawn)	-13	i	-4	-3	i	-9.0	-14	i	i	12*	i
C=CCn1c(=O)c2ccccc2n2c(SCC(=O)O)nnc12	-1	i	0	9	i	0.9	14	i	i	i	i
O=C(Nc1cccc(F)c1)Nc1ccc(Cl)cn1	-135	i	-1	-8	i	2.0	-90	i	i	i	i
O=C(CN1CCN(c2ccccc2O)CC1)NNC(=O)c1ccc(Cl)cc1	-24	i	3	-1	i	-3.2	-11	i	i	i	i
O=C(NNc1c(Cl)cccc1Cl)c1cccs1	2	i	3	1	i	-0.1	-14	i	i	i	i
COc1ccc(C(=O)C2CCCN(Cc3ccc4c(c3)OCCO4)C2)cc1F (stereo not drawn)	-2	i	1	2	i	-0.5	0	i	i	i	i
CC(C)C(c1nnnn1C1CCCC1)N(C)C1CCCCC1 (stereo not drawn)	-2	i	6	-3	i	-0.4	0	i	i	i	i
CC(O)[C@H]1CNC(=O)C(=O)N1CCc1cccc(F)c1 (stereo partly drawn)	33	i	3	/	i	0.3	/	i	i	i	i
O=C(CN1CCCC1)Nc1ccc(OCc2ccccc2)cc1	-32	i	13	-2	i	0.7	-14	i	i	i	i
Cn1c(CNC(=O)CNC(=O)c2ccccc2F)cc(=O)n(C)c1=O	4	i	-1	2	i	0.0	-36	i	i	i	i
Cc1cc(C)n2nc(SCC(=O)N(C)c3c(N)n(Cc4ccccc4)c(=O)[nH]c3=O)nc2n1	22	i	-1	0	i	0.9	-4	i	i	i	i
CN1c2ccccc2N(C)C1(C)c1cccc2ccccc12	32	i	-4	2	i	0.2	-18	i	i	i	i
CCOC(=O)c1c(NC(=O)CN2CCCCC2)sc(CN(C)C)c1-c1ccccc1	3	i	-6	-1	i	0.1	-4	i	i	i	i
O=C(Nc1ccc(Oc2cccnc2)cc1)C1CCCCN1Cc1ccc(CO)o1 (stereo not drawn)	-28	i	-2	1	i	0.1	-7	i	i	i	i
CCCS(=O)(=O)N1CCCC(C(=O)NCCCN2CCN(c3cccc(Cl)c3)CC2)C1 (stereo not drawn)	23	i	5	6	i	-0.2	-17	i	/	i	i
Cc1ccc(CN2CCN(c3ccccn3)CC2)s1	-5	i	0	-4	i	0.0	-5	i	i	i	i
Cc1cc(C)n(CCCNC(=O)c2ccc(S(=O)(=O)NCc3ccco3)cc2)n1	13	i	1	-4	i	-0.2	11	i	i	i	i
C/C(=N\NC(=O)c1c[nH]c2ccccc12)c1ccccn1	72*	i	17	6	i	5.4	-58	i	i	i	i
CNC(=O)COC(=O)c1cccnc1SC	4	i	2	-2	i	-0.3	-9	i	i	i	i
O=C(/C=C/c1ccccc1F)c1cccc([N+](=O)[O-])c1	-16	i	9	2	i	0.3	-33	i	i	i	i
Nc1ccc(S(=O)(=O)Nc2nccc(/C=C/c3cccc(Br)c3)n2)cc1	-31	i	6	-4	i	-1.6	-8	i	i	i	i
Cc1ccc(Nc2ccc(N)cc2S(=O)(=O)O)cc1	8	i	-1	2	i	-1.3	-13	i	i	i	i
O=S1(=O)N=CN(Cc2cccc(F)c2)c2ccccc21	15	i	2	-4	i	-0.5	-13	i	i	i	i
O=C(O)/C=C/c1cn(-c2ccccc2)nc1-c1ccc2c(c1)OCCO2	7	i	-5	2	i	1.3	-17	i	i	i	i
O=C(COC(=O)Cn1cnc2ccccc21)Nc1cc(S(=O)(=O)N2CCOCC2)ccc1Cl	-5	i	-10	6	i	-0.1	-10	i	i	i	i
O=C(Nc1cccc([N+](=O)[O-])c1)C12CC3CC(C1)CC(n1cnc([N+](=O)[O-])n1)(C3)C2	5	i	11	-4	i	-0.4	-28	i	i	i	i
CN(C)C(=O)c1cc(C(=O)Cc2ccccc2)c[nH]1	6	i	0	-2	i	0.7	0	i	i	i	i
Cc1ccc(C2CC(c3cccc(Cl)c3)n3nc(N)nc3N2)cc1 (stereo not drawn)	18	i	4	-6	i	0.1	-17	i	i	i	i
O=C(CCC(=O)OCc1ccc(Br)cc1)Nc1ccccc1	6	i	-6	-2	i	-0.3	0	i	i	i	i
CCn1c(SCC(=O)Nc2ccc3c(c2)c2ccccc2n3CC)nnc1-c1ccco1	20	i	-14	0	i	0.1	-30	i	i	i	i
COc1cccc(/C=N/NC(=O)Cn2ccnc2C)c1	4	i	5	6	i	-0.3	-15	i	i	i	i
Cc1cc(-c2nnc(CSc3nnc(NC(=O)c4ccc(C(C)(C)C)cc4)s3)o2)ccc1[N+](=O)[O-]	-110	i	-4	3	i	1.3	-9	i	i	i	i
COc1ccc(Cl)cc1NC(=O)COC(=O)Cc1cccs1	-8	i	20	/	i	0.5	/	i	i	i	i
CCCCN(C)C(=O)CC(NS(=O)(=O)c1ccc(NC(C)=O)cc1)C(C)C (stereo not drawn)	-18	i	-1	4	i	-0.4	-4	i	i	i	i
CCOc1ccccc1NC(=O)c1ccccc1NS(C)(=O)=O	0	i	-4	-1	i	-0.2	-17	i	i	i	i
COC(=O)/C(C#N)=C1/C=Cc2ccccc2N1C	-35	i	-5	-2	i	3.2	-41	i	i	i	i
CCOc1ccc(-c2nc(CSCC(=O)N3CCN(C(=O)c4ccco4)CC3)c(C)o2)cc1	-14	i	-14	4	i	0.7	-22	i	i	i	i
CC(=O)NC1C(Oc2ccccc2C)OC2COC(c3ccco3)OC2C1O (stereo not drawn)	4	i	-1	-8	i	-0.6	-21	i	i	i	i
Cc1ccccc1OCCCn1c(CO)nc2ccccc21	-21	i	-4	8	i	1.0	10	i	i	i	i
O=C(C1CC(=O)N(c2ccccc2)C1)N1CCN(C2=NS(=O)(=O)c3ccccc32)CC1 (stereo not drawn)	7	i	1	-2	i	-0.3	-13	i	i	i	i
Cc1cccn2c(=O)c(C=C(C#N)C#N)c(N3CCN(c4ccccc4)CC3)nc12	14	i	3	2	i	-0.1	-20	i	i	i	i
COc1ccc(Cl)cc1NC(=O)CN1CCC(n2nnc3cc(C)ccc32)CC1	4	i	?	3	i	-0.2	-34	i	i	i	i
CCN(CC)S(=O)(=O)c1ccc(C)c(NC(=O)COc2ccc(Cl)cc2Br)c1	34	i	7	-2	i	0.5	8	i	i	i	i
O=C(NCc1ccncc1)C(=O)NCC1OCCN1S(=O)(=O)c1ccc(F)cc1 (stereo not drawn)	-2	i	7	-1	i	0.4	-21	i	i	i	i
CCOc1cc(NC(=O)c2ccccn2)c(OCC)cc1NC(=O)c1ccc(Cl)cc1	-17	i	-1	9	i	-6.3	-24	i	i	i	i
O=C(CSc1ncccc1C(=O)O)c1cccc(C(F)(F)F)c1	-4	i	8	-4	i	0.9	-7	i	i	i	i
Cc1c(C(=O)N2CCN(C(=O)c3ccco3)CC2)sc2nc(-c3ccc(F)cc3)cn12	7	i	4	3	i	0.0	-8	i	i	i	i
CCOc1ccccc1NC(=O)CCC(=O)Nc1ccccc1OCC	10	i	-1	1	i	0.3	-9	i	i	i	i
Cc1cnc(C(=O)Nc2ccc(C(C)C)cc2)cn1	-142	i	15	-2	i	1.9	-129	i	i	i	i
COCOc1ccc(-c2cc(=O)c3c(O)cc(OCOC)cc3o2)cc1	-127	i	-3	/	i	0.1	/	i	i	i	i
COc1ccc(N=C2C(=Nc3ccc(OC)cc3)N(c3ccc(OC)cc3)C(=S)N2C)cc1	27	i	-4	-2	i	/	0	i	i	i	i
CC(C)Oc1ccc(CCc2nnc(SCC(=O)O)n2-c2ccccc2)cc1	7	i	-3	-4	i	0.0	-11	i	i	i	i
CCOC(=O)c1c(-c2cccc(C)c2)csc1NC(=O)c1c(-c2ccccc2)noc1C	-16	i	3	-9	i	-1.7	30	i	i	i	i
Additional compounds follow.
SMILES	aSyn UTR inh	TRPC6 inh	SKKanGAS inh	IEC-6 tox	TRPC6 activator	HIF activator	KLF5 inhibitor	TRPC4 agonist	MrgX1 antagonist	TRPC4 potent	TRPC4 inh
COc1ccc(NC(=O)c2ccco2)cc1NC(=O)COc1ccccc1[N+](=O)[O-]	-19	i	-5	5	i	-0.1	-48	i	i	i	i
COC(=O)C(C)Sc1ncnc2c1nnn2-c1ccc(F)cc1 (stereo not drawn)	-7	i	-4	1	i	4.6	-51	i	i	i	i
COc1ccc(-c2nc(C#N)c(NCCCN(C)C)o2)cc1OC	2	-6.4*	8	6	i	0.1	-44	i	i	i	i
O=C(Cn1cnc2c(cnn2-c2ccc(F)cc2)c1=O)N1CCN(c2ccccc2)CC1	18	i	-8	1	i	-0.1	-16	i	/	i	i
